# High-throughput results: PubChem BioAssay, several laboratories
# AID2073 – inhibitors of Mint1-CaV2.2 protein interaction, biochemical, HTRF (AID 2073) | HTRF protein-protein interaction, Mint1-CaV2.2; higher % means a stronger effect | inhibition, % at 20 µM; hits with a dose series show IC50 in µM | 0.19% of 290,000 active; in the data active = inhibition mostly above about 51%, no sharp cut-off; inconclusive = no clear call, values can overlap the other calls; inactive = mostly below about 53%; note: some results filed as inactive read as strong as hits
# HIV peptide binding – inhibitors of HIV fusion peptide binding, primary screen, biochemical, uHTS, fluorescence dequenching (AID 1986) | cell-free peptide binding, fluorescence dequenching, 30 min; higher % means a stronger effect | one-dose inhibition, % at 20 µM; IC50 in µM for titrated hits | 0.3% of 290,000 active; in the data active = inhibition mostly above about 52%, no sharp cut-off; inactive = mostly below about 76%; note: some results filed as inactive read as strong as hits
# WT yeast gro inh – growth inhibition of WT yeast, mitochondrial fusion screen; inhibition, % at 10 µM; 2.1% of 190,000 active; mitochondrial fusion phenotypic screen, WT strain; AID 1362; in the data active = inhibition above about 58%; tested in S. cerevisiae
# Autophagy HCS – modulators of autophagy; MEF GFP-LC3 puncta imaging; test concentration mostly 10 µM; calls only at 10 µM (by protocol); 0.98% of 190,000 active;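 active = percentage of spot-positive cells more than 3 SD above its plate mean, without a fluorescence outlier flag or 80% toxicity; inconclusive = no clear call, values can overlap the other calls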;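 note: spot-positive cell cutoff set from DMSO-treated cells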
# Dynein transport – blocks dynein driven cargo transport along microtubules; 3617.4 mouse cells, GR-EGFP nuclear translocation imaging; test concentration mostly 20 µM; stimulated with dexamethasone, 1 µM; active compounds read low; z-score, hits read low; 0.47% of 220,000 active; AID 1381;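 active = plate z-score of nuclear minus cytoplasmic receptor signal below a set negative limit, without overly bright fluorescence or cell loss, cut at about -3.5 in these data, passing the limit was not always enough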;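 note: z-score of nuclear minus cytoplasmic ring GR-EGFP intensity difference per well; some compounds called inactive have numbers as strong as hits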
#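 Medium: Induction medium lacking tetracycline, stripped serum | Probe or stimulus: 1.0 µM final dexamethasone stimulus | Schedule: 48 h induction, then 1 h compound, then 30 min agonist, 37 °C | Signal: Automated 10x imaging of fixed Hoechst-stained cells | Evaluation: Per-cell GR-EGFP intensity, nucleus versus surrounding cytoplasmic ring, well-averaged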
# b-catenin transl – alters nuclear translocation of beta-catenin in HeLa cells. immunofluorescence imaging. nuclear translocation activity, % at 5 µM. 0.3% of 190,000 active. AID 1665;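 active = nuclear translocation activity above 50% at 5 µM, with a well cell count of 50 or more; inconclusive = wells under 50 cells across six images, flagged as toxic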;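 note: per-cell ratio of nuclear to cytoplasmic median beta-catenin stain intensity; plate controls were DMSO negative control for no effect and GSK-3 inhibitor IX positive control for full effect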
#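 Test system: human HeLa cells, endogenous beta-catenin. Times: 24 h compound exposure, 37°C. Measured by: beta-catenin immunofluorescence imaging with DAPI.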
# Ins promoter up – MIN6 insulin promoter up-regulation | AID 1625 | z-score at 5 µM | 0.3% of 190,000 active | MIN6 insulin promoter-GFP reporter, high-content imaging; active compounds read high;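 active = z-score above 3 at 5 µM with at least 500 cells counted in the well; inconclusive = wells under 500 cells, flagged as cytotoxic or low count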
# Yfh1-depleted yeast – enhancers of respiration in Yfh1-depleted yeast, dose response, Friedreich's ataxia, plus single-dose screen (AID 1465). S. cerevisiae Yfh1-off respiration, WST-1 reduction, 72 h; higher fold induction means a stronger effect. fold induction at 50 µM; hits with a dose series show EC50 in µM. 0.074% of 220,000 active;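 active = fold induction of absorbance versus untreated yeast above a set limit, then at least 30% activation at any dose in follow-up; inconclusive = repeats straddling the limit, or above it without dose testing; inactive = fold induction below the set limit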;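 note: activators that raise dye reduction in frataxin-depleted yeast; strong numbers were not always called active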
# MT stabilizer – microtubule stabilization, imaging screen | HeLa tubulin immunostaining HCS, 24 h; share of cells brighter than vehicle mean+2SD | % tubulin-high responders, % at 10 µM | 0.83% of 200,000 active;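 active = plate Z-score above 3 for both tubulin-high and condensed-nucleus cell shares, with cell loss under 80%, at 10 µM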;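 note: anti alpha tubulin signal scored within the nucleus-defined area of each cell; some results filed as inactive read as strong as hits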
# WT yeast gro inh mutant strain – also measured in WT yeast gro inh; calls as there; inhibition, %; mitochondrial fusion phenotypic screen, mutant strain inhibition
# Dynein transport cytoplasmic EGFP – also measured in Dynein transport; calls as there; z-score; measured here: cytoplasmic GR-EGFP intensity; active compounds read high
# Dynein transport nuclear GR-EGFP – recorded beside Dynein transport, whose call it bears; z-score; measured here: nuclear GR-EGFP intensity;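 lower value marks the stronger effect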
# Dynein transport cell count – also measured in Dynein transport; calls as there; z-score; measured here: cell count per field
# Ins promoter up cell count – further read-out of Ins promoter up, marked with its call; cell count; measured here: cytotoxicity, nuclei count;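 total cells summed across four imaged fields per well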
# b-catenin transl cell count 5 µM – recorded beside b-catenin transl, whose call it bears; cell count; measured here: cell count, cytotoxicity flag
# MT stabilizer Hoechst-high % – also measured in MT stabilizer; calls as there; % Hoechst-high responders; measured here: nuclear condensation Hoechst responders;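 share of cells brighter than vehicle mean plus two SD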
# MT stabilizer cytotoxicity % – further read-out of MT stabilizer, marked with its call; toxicity, %; measured here: cytotoxicity by cell density;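 0% = mean cell density of plate MIN control wells and 100% = no cells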
# Autophagy HCS cell loss 18 h – recorded beside Autophagy HCS, whose call it bears; toxicity, %; measured here: cell loss, nuclei count;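 cell loss after 18 h compound exposure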
# * = called active by the depositor; i = inactive; ? = inconclusive; / = not tested or not shown; + = active, no number. Rows are unselected; about 4.2% have a hit in one of these screens.
SMILES,AID2073,HIV peptide binding,WT yeast gro inh,WT yeast gro inh mutant strain,Autophagy HCS,Autophagy HCS cell loss 18 h,Dynein transport,Dynein transport cytoplasmic EGFP,Dynein transport nuclear GR-EGFP,Dynein transport cell count,b-catenin transl,b-catenin transl cell count 5 µM,Ins promoter up,Ins promoter up cell count,Yfh1-depleted yeast,MT stabilizer,MT stabilizer Hoechst-high %,MT stabilizer cytotoxicity %
COc1ccc(N2C(=O)C(Cc3ccccc3)NC2=S)cc1 (stereo not drawn),4%,0.5%,-14,0,i,-10,0.61,-0.29,0.81,-0.84,-0.8,1046,0.5,1176,i,4.5,2.9,2.2
COc1ccc(OC)c2c(C)cc(N3CCN(C(=O)c4ccc(C)cc4)CC3)nc12,0%,-4.0%,24,11,i,-1,-0.22,-0.26,-0.2,0.69,0.5,1458,0.76,1514,i,1.4,1.7,1.9
N#Cc1ccc(/C=N/NC(=O)c2ccccc2F)cc1,5%,1.3%,-8,-17,i,14,-0.15,-0.27,-0.21,0.29,-0.4,1050,0.34,1500,i,2.5,2.1,4.7
COc1ccc(C2C(C#N)=C(N)Oc3n[nH]c(C)c32)cc1CN1CCN(c2ccc(F)cc2)CC1 (stereo not drawn),-7%,0.2%,6,-2,i,23,-0.19,-0.29,0.22,-0.66,-0.8,1392,-0.16,1659,i,4.9,2.7,3.5
COc1cc(OC)c2c(=O)cc(-c3cccnc3)oc2c1,27%,-0.1%,/,/,/,/,-0.59,-0.22,0.29,-0.78,0.7,1275,-1,1109,i,/,/,/
Cc1ccc(Nc2nnc(SC3CCOC3=O)s2)c(C)c1 (stereo not drawn),-3%,1.2%,-6,-5,i,7,1.3,-0.24,0.55,-1.2,0.5,1003,/,/,i,3.3,1.8,6.7
COc1ccccc1CC(NC(C)=O)C(=O)NC1CCN(C(=O)c2ccc([N+](=O)[O-])cc2)CC1 (stereo not drawn),16%,-1.5%,-2,15,i,-8,0.27,-0.2,0.3,0.23,-3.1,1164,0.15,1397,i,3.2,3.8,4.1
Cc1cc(C)c2nc(NC(=O)c3cccc(S(=O)(=O)N4CCc5ccccc54)c3)sc2c1,6%,-3.2%,4,3,i,17,0.28,-0.24,0.2,0.25,4.1,433,0,1309,i,1.5,3.0,4.6
CCC(C(=O)Nc1ccccc1OC)n1c(C(=O)OC)cc2ccsc21 (stereo not drawn),-6%,2.6%,47,21,i,14,0.98,-0.28,0.55,-0.72,-1.6,1368,-2.2,1232,i,5.9,4.1,5.8
CS(=O)(=O)N1CCN(c2ccnc3cc(Cl)ccc23)CC1,2%,2.3%,9,8,i,3,0.26,-0.23,0.84,-0.088,-8.6,1077,-1.3,1569,i,2.0,2.3,5.4
O=C(N/N=C/C(Cl)=C\c1ccccc1)c1cccs1,30%,1.0%,/,/,/,/,-1.2,-0.22,0.026,0.03,0.4,1319,/,/,i,/,/,/
COC(=O)C1=C(C(=O)OC)C2(OC1c1ccccc1C)C(=O)c1ccccc1C2=O (stereo not drawn),10%,-1.4%,-4,-5,i,-11,-0.26,-0.21,-0.5,0.82,-0.8,1258,0.39,1186,i,3.6,2.0,4.8
Cc1ccc(/C([O-])=C(/C(=S)NCc2ccccc2)[n+]2ccccc2)cc1[N+](=O)[O-],24%,0.6%,-4,12,i,3,-1.5,-0.31,-0.45,1.5,-0.4,1057,0.1,1354,i,3.6,2.0,3.4
S=C(c1ccc(-c2ccc(Br)cc2)o1)N1CCCCC1,8%,-0.2%,38,-2,i,1,-0.43,-0.32,-0.29,0.86,-0.8,1591,0.46,1320,i,3.2,3.6,4.5
Cc1ccc([N+](=O)[O-])c(OCCn2cnc3ccccc32)c1,-12%,0.5%,9,9,i,15,-0.58,-0.23,0.26,1.1,-0.6,1518,0.15,1313,i,5.7,2.6,6.3
O=C(NCCCN1CCCC1=O)c1ccc2c(=O)n(Cc3ccco3)c(=S)[nH]c2c1,77%,18%,0,-1,i,25,-0.23,-0.23,-0.3,0.52,-1.2,1273,/,/,i,3.5,2.7,3.6
COc1ccc2c(c1)O[C@@H](c1cccc(C(F)(F)F)c1)[C@H](OC(=O)N[C@H]1CCCc3ccccc31)C2=O,24%,0.2%,8,-12,i,-3,-0.14,-0.21,0.29,0.33,/,/,-0.72,1109,i,3.4,3.2,12
Cc1occc1C(=O)N/N=C/C1=C(N2CCOCC2)C(=C\c2ccc(Cl)cc2Cl)/CC1,33%,11%,2,12,+,-2.7*,6.7,3.3,2.7,-1.7,/,/,-0.15,1357,i,6.4,2.7,7.7
COc1ccc(S(=O)(=O)N(C)CC(=O)N2CCN(C)CC2)cc1C,-5%,0.8%,11,8,i,2,-0.42,-0.27,0.12,-0.18,/,/,0.35,1263,i,3.1,2.6,47
CN(C1CCCCC1)S(=O)(=O)c1ccc(NC(=O)CCC(=O)O)cc1,-6%,2.1%,0,0,i,-1,0.25,-0.22,-0.063,0.38,-3.1,616,0.12,1238,i,4.0,1.8,2.5
Cc1ccc(NC(=O)CN2C(=O)C3C4C=CC(C4)C3C2=O)cc1S(=O)(=O)N(C)C (stereo not drawn),-8%,1.0%,-10,1,i,1,0.21,-0.23,0.26,0.91,-0.9,1088,-0.28,1315,i,5.4,1.1,7.4
CC/C(=N/OC(=O)c1cccc(C)c1)C(=O)c1cccs1,-8%,-1.5%,11,22,i,16,-0.63,-0.33,0.043,0.72,-2.9,1118,0.14,1228,i,3.5,2.2,7.3
C=CCCC(=O)Nc1nc(C)c(-c2csc(Nc3cccc(OC)c3)n2)s1,11%,4.7%,-6,-14,i,10,0.41,-0.15,0.5,-0.17,10,798,-1.4,1283,i,7.0,2.4,3.0
C=CCN1C=C2C(=O)C(C)(OC(=O)c3cccs3)C(=O)C=C2C=C1CCCC(=O)OC (stereo not drawn),-7%,5.4%,/,/,/,/,1.4,-0.45,1.2,-1.7,0.3,1120,1.3,699,i,/,/,/

# Some entries already given, reduced to Ins promoter up cell count and Ins promoter up.
SMILES,Ins promoter up cell count,Ins promoter up
Cc1ccc(NC(=O)CN2C(=O)C3C4C=CC(C4)C3C2=O)cc1S(=O)(=O)N(C)C (stereo not drawn),1315,-0.28
CC/C(=N/OC(=O)c1cccc(C)c1)C(=O)c1cccs1,1228,0.14

# Next records follow.
SMILES,AID2073,HIV peptide binding,WT yeast gro inh,WT yeast gro inh mutant strain,Autophagy HCS,Autophagy HCS cell loss 18 h,Dynein transport,Dynein transport cytoplasmic EGFP,Dynein transport nuclear GR-EGFP,Dynein transport cell count,b-catenin transl,b-catenin transl cell count 5 µM,Ins promoter up,Ins promoter up cell count,Yfh1-depleted yeast,MT stabilizer,MT stabilizer Hoechst-high %,MT stabilizer cytotoxicity %
NS(=O)(=O)c1ccc(CCNC(=O)CN2CCN(c3ccccc3F)CC2)cc1,-4%,-0.6%,-27,-3,i,-7,-1.4,-0.29,-0.86,0.85,-1.4,963,0.56,1241,i,3.1,2.9,9.1
OCC1CCCN(C(=S)NCCc2ccccc2)C1 (stereo not drawn),-16%,-0.6%,4,6,i,3,-0.48,-0.14,-0.9,-0.36,-1.3,1388,-1.2,1600,i,3.2,1.9,2.9
Cc1cc(NC(=O)NN2CCOCC2)nn1-c1c(Cl)cc(Cl)cc1Cl,-4%,-1.3%,/,/,/,/,0.91,-0.2,0.25,-0.47,-4.5,1157,/,/,i,/,/,/
COc1cccc(C(=O)N(Cc2ccc(N(C)C)cc2)C2CCS(=O)(=O)C2)c1 (stereo not drawn),-5%,0.8%,3,0,i,13,-0.38,-0.34,-0.14,0.0026,-7.2,901,0.39,1162,i,5.1,3.4,6.8
CCOc1cc(CNC(=O)CN2C(=O)c3ccccc3S2(=O)=O)ccc1OC,-4%,-2.6%,2,-6,i,-7,-0.7,-0.14,-0.044,-0.76,/,/,1.9,1235,i,3.0,3.4,12
CN(c1ccccc1)S(=O)(=O)c1cccc(NC(=O)c2ccc3ncsc3c2)c1,18%,0.9%,/,/,/,/,0.13,-0.14,-0.029,-0.17,-0.7,1190,0.14,1379,i,/,/,/
CCOc1ccccc1NS(=O)(=O)c1ccc(Br)s1,-4%,0.2%,47,10,i,3,-0.16,-0.23,0.32,-0.48,-1.0,1130,0.01,1139,i,3.2,1.4,33
COc1ccccc1N1CCN(c2nc(N)c(C#N)c(CC#N)c2C#N)CC1,25%,6.7%,8,-6,i,3,-0.43,-0.1,-0.26,0.24,-4.0,870,0.79,1083,i,2.2,2.3,3.9
O=C(/C=N/O)Nc1ccccc1C(=O)O,9%,0.3%,9,6,i,-2,0.39,0.37,0.29,-0.38,-5.9,1269,-0.03,1242,i,2.2,1.2,1.1
CCOc1cc(/C=C2\C(=O)N(c3cccc(C(F)(F)F)c3)C(=O)c3ccccc32)ccc1O,18%,10%,13,10,i,0,-1.2,-0.26,-0.99,1.2,-2.9,549,0.45,1142,i,4.2,1.9,2.8
CCOC(=O)c1ccc(Nc2nc(C)cc(C)c2C#N)cc1,16%,0.2%,-14,-12,i,-9,0.5,-0.25,0.33,0.51,1.1,1128,0.18,1899,i,4.4,1.8,5.5
N#C/C(=C/c1cn(-c2ccccc2)nc1-c1cccc(S(=O)(=O)N2CCCC2)c1)C(=O)NCc1ccco1,?,43%,-9,-29,i,4,-0.11,-0.19,-0.38,-0.25,0.7,490,-0.5,1173,i,1.2,3.5,11
O=C(c1cnn2c(C(F)(F)F)cc(-c3ccc(Br)cc3)nc12)N1CCOCC1,9%,-2.9%,-9,10,i,-42,-0.78,-0.35,-0.11,0.45,1.5,1151,0.29,909,i,3.1,2.9,4.8
